GALK inh: inhibitors of human galactokinase; P51570; Purified GALK, Kinase-Glo residual ATP luminescence; Potency, µM (highest dose often 57.5 µM), for inactives: top-dose activity change, negative = inhibition, actives largely listed as inhibitors; 270,000 compounds, 0.007% hits; also: potency is read from the fitted curve at half-maximal effect; % is scaled to controls: 0 for no effect and ±100 for the full control effect
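5 nM enzyme, 35 uM ATP, 100 uM galactose, 20 mM HEPES pH8.0, 5 mM MgCl2; 1 h RT; residual ATP by Kinase-Glo Plus luminescence, qHTS format.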
MBNL1 CUG block: MBNL1-poly(CUG) RNA binding inhibition | Q9NR56 | TR-FRET MBNL1-His/biotin-(CUG)12 binding, 665/545 ratio | Potency, µM (series often up to 57.5 µM), inactives show at the highest dose activity change, negative = inhibition, most hits filed as inhibitors | 280,000 compounds, 0.036% hits; active = well fitted inhibition curve with a large enough effect in the signal ratio, with a control signal flat, not every such curve was filed as active; inconclusive = small, poorly fitted or top-dose-only effect, or effect the other way, or a change in a side signal; inactive = no such curve, though single readings can be large or run the other way; the % refers to the signal ratio; also: potency is read from the fitted curve at half-maximal effect; % is scaled to controls: 0 for no effect and ±100 for the full control effect
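His-tagged MBNL1 binding to biotinylated (CUG)12 RNA was measured by TR-FRET using terbium anti-His antibody (0.055 ng/ul final) and streptavidin-XL665 (5 nM final). Compounds were titrated 92 nM to 58 uM; 60 min at room temperature.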
TRPV1 ag: agonists of human vanilloid receptor 1 (TRPV1) | AID 540275 | activation, % at 8.33 µM | TRPV1-expressing cells, Fluo-8 calcium influx, agonist mode | 320,000 compounds, 0.19% hits | Q8NER1; in the data active = activation above about 80%; inconclusive = between about 30% and that limit; also: 0% is about no effect
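Fluo-8 calcium influx in TRPV1-expressing cells, kinetic read (ex 480/em 520 nm). Compound added and read 3 min for agonist activity, followed by capsaicin at EC20 final and 2 min further read for enhancement.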
KCNH2 3.1 block: KCNH2 3.1 (human) potassium channel inhibition | 340,000 compounds, 0.95% hits | U2OS KCNH2 3.1, thallium flux FluxOr; hits give low values | activity change, % (tested at about 1.8 µM);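 active = maximum activity change below -70%; inconclusive = maximum activity change from -70% to -50%; inactive = maximum activity change above -50%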;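 also: thallium influx rate constant from kinetic fluorescence after stimulation buffer; % is scaled to controls: 0 for no effect and ±100 for the full control effect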
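Kinetic fluorescence (2 min after stimulation buffer) measures Tl+ influx through KCNH2 3.1 expressed by viral transduction in U2OS cells; the rate constant is normalized against DMSO controls serving as positive and negative references.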
hERG WT inh: inhibitors of human wildtype KCNH2 potassium channel; U2OS, BacMam KCNH2, thallium flux FluxOr; hits give low values; 340,000 compounds, 0.37% hits; activity change, % at 1.84 µM;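 active = maximum activity change below -70%; inconclusive = maximum activity change between -70% and -50%; inactive = maximum activity change above -50%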; also: % is scaled to controls: 0 for no effect and ±100 for the full control effect
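U2OS cells were transduced with wild-type KCNH2 virus (2.03 x 10^8 / mL) for 4 h at room temperature, then cultured overnight at 37 C. Thallium flux was read with FluxOr dye. Rate constants were normalized to DMSO controls.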
A-T KAP1 phos: candidate therapy for ataxia-telangiectasia. […] A-T fibroblasts, KAP-1 phosphorylation AlphaLISA; neocarzinostatin DNA damage 30 min before lysis. 320,000 compounds, 0.19% hits. Potency, µM (highest dose often 57.5 µM), without a hit: top-dose activation, actives largely listed as activators; also: potency is read from the fitted curve at half-maximal effect; % of control where 0% means no effect; nearly all actives have a fitted effect of over 45% in size
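hTERT-immortalized A-T patient fibroblasts ([…]), 500 cells/well in OPTI-MEM, 1% FBS, got compounds for 60 min, then NCS for 30 min at 37C. Lysates were then assayed for phospho-KAP-1 by AlphaLISA (anti-pKAP1 donor, anti-KAP1 acceptor beads), 6 hr at 25C.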
S-ASM inh: blocks human secretory acid sphingomyelinase. P17405. placental ASM, HMU-PC fluorogenic substrate, 60 min. Potency, µM (doses to about 57.5 µM), without a hit: at the highest dose activity change, negative = inhibition, hits mostly inhibitors. 340,000 compounds, 0.006% hits; also: potency is read from the fitted curve at half-maximal effect
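Human placenta-derived ASM enzyme was preincubated with compound for 10 minutes at room temperature, then given fluorogenic substrate HMU-PC0 (9 uM final) for 60 minutes at 37 °C; a pH 10 stop preceded fluorescence reading at Ex 386/Em 447 nm.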
a7 integrin act: activators of alpha7 integrin expression for muscular dystrophy | alpha7betagal myoblasts, beta-gal FDG fluorescence, 48 h | Potency, µM (doses to about 38.3 µM), without a hit: at the highest dose activation, usual class: activators | 350,000 compounds, 0.064% hits | AID 624291;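 also: potency is read from the fitted curve at half-maximal effect; 100% = response of the positive control SU9516; nearly all actives have a fitted effect of over 60% in size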
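Alpha7betagal+/- myoblasts (passage 13) were plated 16-24 hr, then exposed to compounds (1:260 dilution of DMSO stock) for 48 hours at 37C. After MPER lysis, β-galactosidase reporter activity was read as FDG fluorescence (ex 480/em 540) after 30 minutes.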
MLL CXXC-DNA inh: inhibitors of human MLL CXXC domain-DNA interaction | Q03164 | MLL-CXXC / FITC-HOXA9 DNA fluorescence polarization | Potency, µM (highest dose often 115 µM), for inactives: at the highest dose activity change, negative = inhibition, actives largely listed as inhibitors | 290,000 compounds, 0.037% hits | AID 2662; active = well fitted inhibition curve with a large enough effect in the polarisation, with a control signal flat, not every such curve was filed as active; inconclusive = small, poorly fitted or top-dose-only effect, or effect the other way, or a change in a side signal; inactive = no such curve, though single readings can be large or run the other way; the % refers to the polarisation; also: potency is read from the fitted curve at half-maximal effect
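Steps: dispense CXXC domain solution (7 uM) → pin compounds or unlabeled HOX-A9 DNA control → 5 min ambient → add FLSN-HOX-A9 solution (50 nM) → spin → 30 min ambient → fluorescence polarization. Tris pH 7.5/NaCl/DTT/BSA buffer.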
FBPA coupling cs: coupling enzyme interference in Giardia aldolase counter-screen; coupling enzyme system counterscreen, AmpLite Red fluorescence; activity change, negative = inhibition, % at 58.2 µM, hits read low; 290,000 compounds, 0.67% hits; AID 2472; in the data active = activity change below about -30%; also: % is scaled to controls: 0 for no effect and ±100 for the full control effect
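Compounds tested against the coupling enzymes alone at 57.5 uM final; readout was AmpLite Red fluorescence (525/598 nm) after 20 min at RT.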
Active calls of the source: *; i = inactive; ? = inconclusive; . = not tested or not shown; & = joins results of further samples; [ ] = dose if it differs, or a comment. Unless noted, calls follow the shape of the dose curve; as a rule, active = well fitted curve in the direction sought with a large enough effect; inconclusive = small, poorly fitted or top-dose-only effect, or another doubt; inactive = no such curve, though single readings can be large; an effect the other way counts as inactive or inconclusive.

SMILES	GALK inh	MBNL1 CUG block	TRPV1 ag	KCNH2 3.1 block	hERG WT inh	A-T KAP1 phos	S-ASM inh	a7 integrin act	MLL CXXC-DNA inh	FBPA coupling cs
Cc1cccc(Oc2ccc(NC(=O)C3CC=CCC3C(=O)O)cc2)c1 (configuration not stated)	-2%	-4%	-2	11	i	0%	-7%	?	-1%	13
Nc1ccc(C(=O)O)c(O)c1	-1%&-1%&-2%	?	?	3&33&6	-2&-1&-4	-4%&10%&3%&22%	-1%&-5%&6%	.	3%&9%&-11%&15%	-6&1&1&-1&0
COc1ccccc1OCc1ccc(C(=O)Nc2cc(OC)c(OC)c(OC)c2)o1	5%	11%	-1	14	-129*	0%	-10%	-15%	2%	-2
CC(=O)NC1=NN(C(C)=O)C(C)(CS(=O)(=O)c2ccc3ccccc3c2)S1 (configuration not stated)	-3%	?	-1	-1	-14	.	0%	?	11%	1
CCCc1nnc(NC(=O)c2cccc(OC)c2)s1	0%	4%	0	4	-1	28%	-1%	-7%	-1%	-10
CSc1ncccc1C(=O)OCC(=O)NCCCc1ccccc1	.	.	.	-5	4	-5%	-1%	2%	.	.
Cc1nc(-n2ncc(C#N)c2N)c2c3c(sc2n1)CCC3	0%	1%	-1	16	2	.	-1%	-6%	-12%	-1
Nc1nc2c(nc(SCc3ccccc3Br)n2[C@@H]2O[C@H](CO)[C@@H](O)[C@H]2O)c(=O)[nH]1	5%	-6%	3	6	17	0%	0%	-18%	-2%	2
CCOC(=O)c1[nH]c(COC(=O)CCCOc2ccccc2)c(C(=O)OCC)c1C	4%	-3%	6	-6	10	-15%	14%	?	15%	0
Cc1cc(C(=O)CS(=O)(=O)c2ccc(F)cc2)cc(C)c1O	-1%	7%	-1	-39	-3	-13%	-5%	?	?	-1
COCC(=O)N1CCC(n2nccc2NC(=O)c2ccccc2OC)CC1	-6%	-9%	-8	15	-6	12%	-1%	1%	63%[activator]	.
CC1CCCC(NC(=O)COC(=O)CCC2CCCC2)C1C (configuration not stated)	0%	5%	1	-12	2	-3%	3%	-15%	-5%	2
CCc1nc(SCC(=O)Nc2ccnc3ccccc23)n[nH]1	1%	3%	0	2	20	-7%	1%	43%	14%	3
N/C(=N\O)c1ccccc1N1CCCCC1	-1%	-7%	-1	1	-8	5%	3%	-30%	-17%	0
CC1(c2nnc(-c3ccc(F)cc3)o2)CC(c2ccccc2)=NO1 (configuration not stated)	3%	-6%	24	.	.	6%	-2%	16%	2%	0
O=C(N/N=C/c1ccccc1)c1cccc2ccccc12	.	.	.	-25	2	.	-2%	?	.	.
NS(=O)(=O)c1ccc(CCNC(=O)C2CCCCN2S(=O)(=O)c2ccccc2)cc1 (configuration not stated)	-1%	5%	1	-3	1	-2%	0%	13%	-3%	0
C[C@H](NC(=O)C1CCN(C(=O)[C@H](Cc2ccccc2)NC(=O)OC(C)(C)C)CC1)C(=O)O	-4%	-1%	1	0	1	-7%	3%	13%	0%	1
CNc1c(N)n(Cc2ccccc2)c(=O)[nH]c1=O	-3%	12%	-2	-19	16	1%	48%[activator]	-5%	27%	8
CCOc1ccc(-n2ccnc2SCC(=O)Nc2nnc(CC)s2)cc1	-2%	-9%	-3	-2	5	3%	-1%	-2%	-7%	-1
O=C(Cc1ccc(F)cc1)NC(Cc1c[nH]c2ccccc12)C(=O)O (configuration not stated)	-1%	3%	-4	3	-2	19%	2%[11.5 µM]	-2%	-7%	7
Cc1cc2[nH]c(=O)c(=O)[nH]c2cc1S(=O)(=O)N1CCN(c2cccc(C)c2C)CC1	.	6%	-4	-2	-2	5%	?	15%	.	2
C[C@@H]1CC=C[C@H]2[C@H]1C(=O)N(Cc1ccccc1)[C@H]2c1ccc(/C=C/c2ccccc2)cc1F	1%	-7%	-3	-4	-7	-6%	12%	33%	3%	0
CC(Nc1ccccc1N1CCCCC1)C(=O)N1CCc2ccccc21 (configuration not stated)	5%	-3%	11	12	0	3%	-2%	-8%	6%	0
COc1ccccc1NC(=O)CC1C(=O)NCCN1C(=O)Nc1ccccc1 (configuration not stated)	-2%	-4%	-1	2	-18	9%	-1%	18%	-4%	-7
COc1cccc(C#Cc2c(CO)[nH]c3ccccc23)c1	.	.	8	3	-13	-2%	17%	-1%	.	.
COc1ccc(OC)c(N2C(=O)[C@@H]3C(c4ccccc4Cl)=NO[C@@H]3C2=O)c1	0%	2%	1	-1	-7	-1%	-9%	-8%	-2%	-4
CN(C)/C=N/c1nc(-c2ccc3c(c2)OCO3)cs1	2%	16%	-3	2	-3	-2%	1%	-6%	-2%	-1
CCN(CC)C(=S)Nc1cc(C(=O)OC)ccc1C(=O)OC	.	12%	5	0	-12	2%	119%[activator]	-2%	11%	9
O=C(NC(CC(=O)N1CCN(c2ccccc2O)CC1)c1ccccc1)c1ccccc1Cl (configuration not stated)	.	.	-1	-8	-4	-3%	4%	5%	.	.
O=C1c2ccccc2C(Nc2ccc3c(c2)OCO3)N1Cc1ccc2c(c1)OCO2 (configuration not stated)	-1%	-2%	?	1	-3	11%	-3%	9%	10%	-15
CCOc1ccc(C(=O)Nc2cccc3nsnc23)cc1[N+](=O)[O-]	0%	9%	4	6	0	4%	15%	-13%	11%	0
CCN1C(=C2C(=O)c3ccccc3C2=O)C=Cc2ccccc21	0%	?	8	-20	6	.	-15%	-17%	2%	-9
CC(=O)N1CCCc2cc(S(=O)(=O)N3CCN(C4CCCCC4)CC3)ccc21	-1%	-7%	13	-1	-5	-3%	8%	32%	-7%	1
CCCC(=O)C1=C(O)C(C(=O)OC)C(C)(C)CC1=NC(C)C (configuration not stated)	-4%	-14%	2	4	-5	-6%	-1%	-8%	-2%	-4
CN(c1ccccc1)S(=O)(=O)c1cccc(NC(=O)c2ccc(=O)[nH]c2)c1	.	.	-1	1	3	1%	-2%	-37%	.	.
Cc1ccccc1NC(=O)c1cccc(NC(=O)CCC(=O)O)c1	2%	-6%	4	6	6	1%	5%	-7%	-1%	2
COc1ccc(NC(=O)CN(C)C(=O)c2cc(-c3ccc(Cl)cc3)nc3ccccc23)cc1	.	.	4	4	6	-16%	-8%	-16%	.	.
CCOC(=O)C(CC)(CC)C(=O)/C=C/c1ccc(OC)cc1	-1%	7%	2	-16	1	34%	-4%	-23%	-8%	14
COC(=O)c1cccc(-c2ccc(/C=N/N3C(=O)C4C5C=CC(C6CC56)C4C3=O)o2)c1 (configuration not stated)	3%	13%	2	-4	-11	-2%	5%	17%	13%	5
O=C(N/N=C/c1c(Cl)cccc1Cl)c1n[nH]c2c1CCCC2	.	-7%	-8	-33	-6	.	-4%	-10%	3%	-4
CC(C)Nc1nnc(SC(C)C(=O)Nc2ccc(N3CCOCC3)cc2)s1 (configuration not stated)	.	.	1	1	21	-1%	1%	-16%	.	.
COc1ccc(-n2nc(C(=O)Nc3ccc4c(c3)OCO4)c3c4ccccc4n(C)c3c2=O)cc1	4%	5%	-1	-4	-4	5%	-18%	9%	40%[activator]	1
CC(=O)c1cccc(NC(=O)Nc2nc(C)cc(C)n2)c1	0%	-4%	3	26	-7	10%	0%	8%	5%	.
C=Cc1ccc(CSc2cc(C)nc3nc(C)nn23)cc1	3%	1%	0	0	.	2%	-4%	-16%	0%	4
Cc1ccccc1NC(=S)N1CCCN(Cc2ccc(F)cc2)C1	-1%	-11%	-9	5	-3	9%	7%	-33%	2%	-5
Cc1cc(C)c(C)c(/C=C(/C#N)C(N)=S)c1C	4%	-1%	-4	4	6	27%	-4%	-21%	1%	-4
CC1(C)C(=O)OC(c2cccs2)C2(CCCCC2)C1=O (configuration not stated)	0%	8%	15	18	26	2%	-2%	14%	-7%	-3
C#CCOCCOCCOCCNc1nc(N2CCN(C(=O)[C@H](CCC(=O)O)n3cc(C(N)CC(C)C)nn3)CC2)nc(N2CCN(C(=O)[C@H](Cc3ccc(O)cc3)n3cc(C(N)[C@H](C)CC)nn3)CC2)n1 (some centres not stated)	1%	-5%	-1	.	.	6%	.	.	-19%	1
N#Cc1ncc(Cl)c2ccccc12	-2%	?	-4	-7	12	-1%	1%	-10%	36%	3

Bioassay records: PubChem, National Center for Advancing Translational Sciences (NCATS)

Random draw from the library. Share with any hit: about 2%.
